Rab7 wt GTP bind: modulators of GTP binding to Rab7, primary screen, biochemical, wildtype, multiplex bead flow cytometry. GST-Rab7 beads, fluorescent GTP binding; actives lie on both sides; untreated = 100%, excess cold GTP = 0%. GTP binding activity (percent of control), % at 10 µM. actives 0.055% (n = 190,000). AID 758, 2007;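 active = fluorescent GTP binding to Rab7 beads changed by at least 20 points from the 100% baseline, either direction, mostly lower; inconclusive = compound itself probably fluorescent, or too few beads counted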;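 also: median green fluorescence of bound Bodipy-FL-GTP per Rab7 bead population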
HRas wt GTP: modulators of GTP binding to HRas wildtype, primary screen, biochemical, bead-based flow cytometry, multiplex; GST-Ras wt beads, Bodipy-FL-GTP binding; actives lie on both sides; GTP binding activity, % at 10 µM; GTPase HRas (Homo sapiens), P01112; AID 759, 2007; actives 0.14% (n = 190,000);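 active = GTP binding activity at least 20% away from the 100% baseline, either lowered as inhibitor or raised as activator; inconclusive = flagged as likely green fluorescent, judged across all proteins in the well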;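 also: 0% = unlabeled GTP competition control and 100% = no-compound control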
Target sequence (P01112 whole entry, looked up): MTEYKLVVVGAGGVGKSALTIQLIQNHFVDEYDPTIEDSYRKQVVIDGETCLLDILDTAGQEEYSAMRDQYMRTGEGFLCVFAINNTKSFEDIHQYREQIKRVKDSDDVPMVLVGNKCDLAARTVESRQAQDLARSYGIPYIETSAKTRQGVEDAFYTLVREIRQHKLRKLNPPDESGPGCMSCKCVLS
Rac1 mut GTP: GTP binding modulators of activated mutant Rac1, primary screen, biochemical, bead-based flow cytometry, multiplex, fluorescent GTP | actives 0.11% (n = 190,000) | GST-Rac1 activated beads; actives lie on both sides; 100% means binding = to untreated wells | Ras-related C3 botulinum toxin substrate 1 (Homo sapiens), P63000 | percent activity (GTP binding), % at 10 µM;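 active = GTP binding at least 20 percentage points away from the 100% baseline, in either direction, so actives lie on both sides; inconclusive = Compound likely fluorescent itself, or too few beads counted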
Rab2A wt mod: modulators of GTP binding to Rab2A wildtype, primary screen, biochemical, dog, bead-based flow cytometry, multiplex; Ras-related protein Rab-2A (Canis lupus familiaris), P61105; GST-Rab2 wt beads, Bodipy-GTP binding; GTP binding activity, % at 10 µM; actives 0.19% (n = 190,000);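 active = GTP binding activity at least 20 points away from 100%, either lowered or raised; inconclusive = signal likely due to the compound's own green fluorescence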;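 also: 0% = beads with excess unlabeled GTP and 100% = no-compound control corrected for plate trend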
Mcl1-Bid inh: Mcl-1/Bid binding inhibitors, primary screen, biochemical, TR-FRET, 1536-well; Induced myeloid leukemia cell differentiation protein Mcl-1 (Homo sapiens), Q07820; TR-FRET Mcl-1/Bid-Dy647 peptide binding; inhibition, % at 21.7 µM; actives 0.97% (n = 220,000);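 active = compounds that cut the binding signal by more than half at the single screening dose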;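 also: His-tagged Mcl-1 with europium anti-His antibody binding Bid BH3 peptide; 0% = Mcl-1 plus peptide wells and 100% = peptide-only wells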
Target sequence (Q07820 whole entry, looked up): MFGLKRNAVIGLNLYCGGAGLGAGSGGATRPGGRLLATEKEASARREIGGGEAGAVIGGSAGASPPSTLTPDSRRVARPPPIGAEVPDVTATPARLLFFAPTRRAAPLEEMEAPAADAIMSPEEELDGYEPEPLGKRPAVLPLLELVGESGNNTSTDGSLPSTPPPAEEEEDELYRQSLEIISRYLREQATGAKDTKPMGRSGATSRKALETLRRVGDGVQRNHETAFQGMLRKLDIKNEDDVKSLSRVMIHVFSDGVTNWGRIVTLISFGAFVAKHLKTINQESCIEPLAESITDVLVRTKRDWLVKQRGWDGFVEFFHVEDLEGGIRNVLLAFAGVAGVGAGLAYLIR
Rac1 wt GTP bind: wildtype Rac1 GTP binding modulators, primary screen, biochemical, GST-Rac1 beads, flow cytometry, multiplex | actives 0.27% (n = 190,000) | AID 757, 2007 | GTP binding activity (% of control), % at 10 µM | fluorescent GTP binding; actives lie on both sides; 0 = cold GTP competed, 100 = untreated;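 active = GTP binding activity at least 20 points away from the 100% control level, either lower or higher; inconclusive = compound flagged as likely green fluorescent, judged across all proteins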
Cdc42 wt: modulators of GTP binding to wildtype Cdc42, primary screen, biochemical, multiplex bead flow cytometry, Bodipy-GTP; Cell division control protein 42 homolog (Homo sapiens), P60953; AID 761, 2007; actives 0.2% (n = 190,000); percent activity (GTP binding), % at 10 µM; GST-Cdc42 beads; actives lie on both sides;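 active = percent activity GTP binding at least 20 points away from the 100% baseline, either down as inhibitor or up as activator; inconclusive = compound flagged as likely green fluorescent from well-wide comparison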;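 also: median bead fluorescence of bound Bodipy-FL-GTP at 100 nM; 0% = excess unlabeled GTP control and 100% = no compound control; below 100% means less GTP binding so inhibitor and above means activator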
Target sequence (P60953 whole entry, looked up): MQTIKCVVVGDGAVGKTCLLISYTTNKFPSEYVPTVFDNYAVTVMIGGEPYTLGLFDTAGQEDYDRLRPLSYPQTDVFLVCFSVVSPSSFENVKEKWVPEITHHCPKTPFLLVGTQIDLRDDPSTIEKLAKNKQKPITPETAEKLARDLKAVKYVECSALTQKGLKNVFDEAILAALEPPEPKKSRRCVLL
GSH bead fluor: compound fluorescence on glutathione beads, profiling panel, artefact control, biophysical, 488/530 nm, flow cytometry. fluorescence (KMESF) at 10 µM. actives 0.25% (n = 190,000). GSH beads flow cytometry, compound fluorescence 488/530 nm; stronger effect = higher value; in the data active = fluorescence above about 89;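 also: glutathione beads carrying GST-tagged Bcl family fusion proteins plus one bare bead set; values are compound well signal with DMSO vehicle wells as background; inactives centre near 16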
Avidin fluor: green autofluorescence of compounds with avidin beads – biophysical, 488/530 nm, flow cytometry, artefact control, profiling panel | compound fluorescence 488/530 nm; stronger effect = higher value | fluorescence (KMESF) at 10 µM | actives 0.38% (n = 220,000) | AID 1775, 2009; in the data active = fluorescence above about 47; also: inactives centre near 10
Pf gamet viab: late stage P. falciparum gametocyte viability inhibitors, primary screen, ATP luminescence, HTS. P. falciparum stage V gametocytes, 24 h. inhibition, % at 10.9 µM. actives 0.065% (n = 150,000). AID 743093, 2013;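 active = inhibition above the mean plus 3 SD of compounds within the control limits, set per campaign, cut at about 38% in these data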;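 also: 0% = DMSO wells and 100% = medium only without gametocytes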
Mcl1-Noxa inh: Mcl-1/Noxa binding inhibitors, primary screen, biochemical, TR-FRET, 1536-well; Induced myeloid leukemia cell differentiation protein Mcl-1 (Homo sapiens), Q07820; TR-FRET Mcl-1/Noxa peptide binding, 2 h; inhibition, % at 21.7 µM; actives 1.5% (n = 220,000); AID 1022, 2008;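 active = compounds that cut the protein-peptide binding signal by more than 50% relative to plate controls in a single-dose test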;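 also: His-tagged Mcl-1 with rhodamine Noxa BH3 peptide and terbium anti-His antibody; 0% = Mcl-1 plus Noxa peptide wells and 100% = peptide-only wells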
The depositor's hits bear a star; u = inconclusive; x = not tested or not shown; [ ] = dose if it differs, or a comment.

The opening 6 entries, ahead of the listing:
molecule,Mcl1-Noxa inh,Rab2A wt mod,Rac1 wt GTP bind,HRas wt GTP,Rab7 wt GTP bind,Rac1 mut GTP,Avidin fluor,Pf gamet viab,Mcl1-Bid inh,Cdc42 wt,GSH bead fluor
CNc1nc(CCN2C(=O)c3ccccc3C2=O)cs1,-16,99,100,98,101,97,6,-50,-11,95,37
COc1cccc(-n2c([S-])c(C(=O)Nc3ccc(C(F)(F)F)cc3)[n+]3ccccc23)c1,-7,94,96,96,104,94,12,x,-23,93,15
CC(C)c1onc(C(=O)Nc2sc3c(c2C#N)CCC3)c1[N+](=O)[O-],28,91,95,93,101,90,5,x,-8,91,17
CCCc1c(C)c2cccc(C)c2[nH]c1=O,-9,103,105,107,102,102,12,x,3,106,25
Cc1cccc(NC(=O)c2cnc3ccccn3c2=O)c1,14,100,108,101,101,101,8,x,-5,101,22
C#CCSc1nncn1C(=O)/C=C/c1ccccc1,6,100,99,98,98,98,6,x,-19,98,9

Main list, repeating the preview:
molecule,Mcl1-Noxa inh,Rab2A wt mod,Rac1 wt GTP bind,HRas wt GTP,Rab7 wt GTP bind,Rac1 mut GTP,Avidin fluor,Pf gamet viab,Mcl1-Bid inh,Cdc42 wt,GSH bead fluor
CNc1nc(CCN2C(=O)c3ccccc3C2=O)cs1,-16,99,100,98,101,97,6,-50,-11,95,37
COc1cccc(-n2c([S-])c(C(=O)Nc3ccc(C(F)(F)F)cc3)[n+]3ccccc23)c1,-7,94,96,96,104,94,12,x,-23,93,15
CC(C)c1onc(C(=O)Nc2sc3c(c2C#N)CCC3)c1[N+](=O)[O-],28,91,95,93,101,90,5,x,-8,91,17
CCCc1c(C)c2cccc(C)c2[nH]c1=O,-9,103,105,107,102,102,12,x,3,106,25
Cc1cccc(NC(=O)c2cnc3ccccn3c2=O)c1,14,100,108,101,101,101,8,x,-5,101,22
C#CCSc1nncn1C(=O)/C=C/c1ccccc1,6,100,99,98,98,98,6,x,-19,98,9
CC1CCc2nc3ccc(S(=O)(=O)N4CCC(C(=O)N5CCCCC5)CC4)cc3c(C(=O)O)c2C1 (stereo not given),5,97,101,99,98,97,9,x,0,97,20
CCOCCNC(=O)c1ccccc1C(=O)NCCOCC,-22,99,97,97,98,99,16,x,-28,96,9
CN(C)S(=O)(=O)c1ccc(S(=O)(=O)Nc2ccc3c(c2)oc2ccccc23)cc1,-4,95,98,94,96,94,11,x,-4,98,25
COc1ccc(Cn2c(-c3ccc(OC)c(O)c3)nc3ccccc32)cc1O,4,93,98,97,95,95,10,8,-42,97,18
Cc1c2ccccc2nc2c(F)c(NCCO)c(F)c(F)c12,-34,u,u,u,u,u,11,7,-55,u,13
Cc1cc(NC(=O)CSc2n[nH]c(N)n2)no1,12,98,97,98,99,96,11,0,-11,97,13
Cc1n[nH]c(=O)nc1NC1CCCCC1,-9,100,103,101,100,99,15,x,4,102,27
CSCCC(=O)Nc1nc(-c2ccccn2)cs1,-9,92,98,95,96,95,21,16,-30,92,11
COc1ccc(CNS(=O)(=O)NCc2ccc(OC)c(OC)c2)cc1,-15,99,97,96,96,98,12,-7,-11,101,10
FC(F)Sc1ccc(NC(=S)NC(c2ccccc2)c2ccccc2)cc1,3,u,u,u,u,u,24,-17,-18,u,11
Cc1c2ccccc2cc[n+]1CCCS(=O)(=O)[O-],5,101,101,100,106,95,9,0,-33,102,23
O=C(NCC1(c2ccccc2)CCCC1)c1ccccc1,5,98,103,100,99,99,3,10,4,99,8
COc1cc(CNn2cn[nH]c2=S)cc(Cl)c1OCc1ccc(F)cc1,4,93,99,96,100,91,11,x,-20,96,16
CC(=O)Nc1nonc1-c1nc2ccccc2n1CC1CC1,6,94,95,94,92,93,57*,x,-3,93,13

Copied from the list:
CC1CCc2nc3ccc(S(=O)(=O)N4CCC(C(=O)N5CCCCC5)CC4)cc3c(C(=O)O)c2C1 (stereo not given) @ Rac1 wt GTP bind: 101
C#CCSc1nncn1C(=O)/C=C/c1ccccc1 @ Mcl1-Bid inh: -19

Following part:
molecule,Mcl1-Noxa inh,Rab2A wt mod,Rac1 wt GTP bind,HRas wt GTP,Rab7 wt GTP bind,Rac1 mut GTP,Avidin fluor,Pf gamet viab,Mcl1-Bid inh,Cdc42 wt,GSH bead fluor
C[C@]12CCC3C(CC=C4C[C@@H](O)CC[C@@]43C)C1CCC2[C@]1(C)CCC(=O)O1 (stereo not given in full),5,100,105,100,102,99,13,-8,16,103,19
O=C(Nc1cccc(S(=O)(=O)N2CCCCC2)c1)C1CC(=O)N(Cc2ccco2)C1 (stereo not given),-2,97,97,99,102,95,20,21,-21,98,10
C[C@H]1CN=C2N(CCNC(=O)CCC3CCCCC3)[C@H](Cc3ccc(O)cc3)CN21,14,97,98,97,102,95,6,-20,1,98,21
CCC(Sc1nc(C)cc(=O)[nH]1)C(=O)Nc1nc(-c2ccccc2)cs1 (stereo not given),4,100,104,101,100,98,9,x,4,100,36
CN(Cc1ccc(OC(F)F)cc1)Cc1nc2c(Br)cc(Br)cc2c(=O)[nH]1,-19,91,98,95,98,92,13,-8,-10,93,72
Cc1ccc2c(C)nc(N/C(N)=N/S(=O)(=O)c3ccc([N+](=O)[O-])cc3)nc2c1,-10,96,100,97,97,99,12,3,-12,98,15
O=C(O)/C=C/C(=O)N1CCN(C(=O)/C=C/C(=O)O)CC1,33,98,102,96,96,98,25,-16,30,101,11
CC(=O)N1N=C(c2ccco2)CC1c1ccc(Br)cc1 (stereo not given),17,100,103,101,103,97,7,20,-20,100,11
COc1ccc(OC)c(NC(=O)Cn2c(CCC(=O)O)ccc2-c2cccs2)c1,10,101,104,101,98,99,10,x,-28,102,11
O=C(O)c1ccc(N/N=C/c2cn(-c3ccccc3)nc2-c2cccs2)cc1,46,91,93,91,92,91,10,-14,0,88,14
COc1ccc(-c2nnc(OCc3ccccc3)c3ccccc23)cc1,11,99,101,100,100,99,6,17,-29,100,19
Cc1cc(C)n2cc(CSc3ncccc3C(=O)O)nc2n1,19,98,100,98,99,97,15,x,8,98,30
O=S(=O)(Nc1ccccc1N1CCCCC1)c1ccc(Cl)s1,2,99,104,101,100,102,22,x,10,102,24
CCn1c(SCC(=O)Nc2nc(C)c(C)s2)nc2cccnc21,3,101,108,103,101,99,22,x,-18,103,23
CCOc1cc(/C=N/NC(=O)c2nn(C)cc2Br)ccc1OCc1ccccc1,22,102,107,103,103,103,13,-3,-6,103,12
CCOc1ccccc1NC1=C(Cl)C(=O)N(Cc2ccccc2)C1=O,2,97,103,98,95,96,5,-18,-10,96,9
CCOC(=O)C1=C(C)Nc2nc(C)nn2C1c1ccc(C)cc1 (stereo not given),14,101,106,100,96,99,7,x,0,103,13
O=C(C1CCCCC1)N1CC(=O)N2CCc3ccccc3C2C1 (stereo not given),3,102,99,98,97,101,8,x,22,104,19
CCc1nc(Nc2ccc3c(c2)OCO3)c2oc3ccccc3c2n1,35,95,98,97,97,96,8,15,0,98,30
O=C(c1cccc(S(=O)(=O)N2CCOCC2)c1)N1CCN(Cc2ccc3c(c2)OCO3)CC1,19,95,100,97,96,99,15,5,-3,99,12
N#CCn1cnc2sc(-c3ccccc3)cc2c1=O,29,92,94,89,94,94,8,-9,-46,90,13
Nc1nc(SCC(=O)NCc2ccccc2Cl)[nH]c(=O)c1NC(=O)c1ccccc1F,12,94,97,97,95,99,3,0,-26,98,5
CC(OC(=O)c1cc2sccc2n1C)C(=O)NCc1ccco1 (stereo not given),-7,100,106,99,100,98,8,-11,-5,99,17
OC[C@H]1O[C@@H](n2cnc3c(Nc4ccccc4)ncnc32)[C@H](O)[C@@H]1O,22,100,103,100,107,98,10,x,4,102,21
CCOc1ccc2nc(Cl)sc2c1,14,98,97,98,110,98,23,-19,-6,99,24
Cc1noc(C)c1CSc1nnc(-c2c[nH]c3ccccc23)n1-c1ccc(Cl)cc1,1,97,99,96,94,97,5,-56,-11,98,25
COC(=O)c1ccccc1NC(=O)Cn1nc(C(F)(F)F)c2c1CCC2,-10,98,101,97,98,98,36,3,-1,101,17
O=c1c2c3c(sc2n2cnnc2n1-c1ccccc1)N(Cc1ccccc1)CCC3,25,101,105,101,101,102,6,x,-7,103,22
CCOc1ccc(NC(=O)CCC(=O)NNC(=O)Nc2ccc(Cl)cc2)cc1,0,101,97,96,105,97,17,0,-8,99,18
COc1cccc(NC(=S)N(CCCN2CCCC2)Cc2ccco2)c1,-32,104,107,102,107,100,11,13,-51,103,11
N#Cc1c(N)c(C#N)c(-c2ccc(O)cc2)c2c1CCCC2,-16,101,100,100,101,102,11,-14,9,102,15
Cc1ccc(NC(=S)NNC(=O)c2cn(C)nc2C)cc1,15,114,134*[activator],113,107,108,10,x,-116,118,61
NS(=O)(=O)c1ccc(NC(=O)COC(=O)C23CC4CC(CC(C4)C2)C3)cc1,37,100,100,100,99,98,17,5,-4,91,12
CC(OC(=O)c1ccco1)C(=O)NCc1cccs1 (stereo not given),3,98,103,102,96,99,19,x,-6,100,23
N/C(=N\OC(=O)COc1ccc(Br)cc1Cl)c1ccncc1,-9,102,102,106,103,102,6,15,-19,105,13
